SMARCA2 activ: activators of SMARCA2 function. MG213 cells, MMTV-luciferase reporter, dexamethasone, overnight. activation, % at 9.1 µM. 1% of 370,000 active. AID 652017; in the data active = activation above about 7.8%;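 also: 0% = vehicle wells and 100% = reference activator wells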
ssDAF-12 act: activators of S. stercoralis DAF-12 nuclear receptor; activation, % at 6.8 µM; 1% of 370,000 active; HEK293 ssDAF-12/GRIP1 lit1-tk-luc reporter, luminescence; % of 3 µM dafachronic acid response; AID 652126;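 active = activation above the mean over all tested compounds plus 3 SD, cut at about 0.9% in these data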;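 also: 0% = DMSO-only wells and 100% = 3 µM delta7-dafachronic acid wells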
DAX1 inh-1: blocks DAX1 repression of SF-1 activated StAR promoter. HEK293T StAR-luciferase reporter, SF-1/DAX-1 repression relief. inhibition, % at 6.8 µM. 1.1% of 370,000 active. AID 652010;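 active = inhibition above the mean over all tested compounds plus 3 SD, cut at about 3.6% in these data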;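 also: 0% = DAX-1 cells with DMSO and 100% = cells lacking DAX-1 with DMSO; higher inhibition means more luminescence from relief of DAX-1 repression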
NPR1 activator: GC-A (human) enzyme activation | P16066 | HEK293 GC-A cells, cGMP TR-FRET, EC30 ANP; 0% at EC30 ANP, 100% saturating ANP | activation, % at 10 µM | 0.14% of 370,000 active | AID 1671463; in the data active = activation above about 40%
Target sequence (P16066 whole entry, looked up): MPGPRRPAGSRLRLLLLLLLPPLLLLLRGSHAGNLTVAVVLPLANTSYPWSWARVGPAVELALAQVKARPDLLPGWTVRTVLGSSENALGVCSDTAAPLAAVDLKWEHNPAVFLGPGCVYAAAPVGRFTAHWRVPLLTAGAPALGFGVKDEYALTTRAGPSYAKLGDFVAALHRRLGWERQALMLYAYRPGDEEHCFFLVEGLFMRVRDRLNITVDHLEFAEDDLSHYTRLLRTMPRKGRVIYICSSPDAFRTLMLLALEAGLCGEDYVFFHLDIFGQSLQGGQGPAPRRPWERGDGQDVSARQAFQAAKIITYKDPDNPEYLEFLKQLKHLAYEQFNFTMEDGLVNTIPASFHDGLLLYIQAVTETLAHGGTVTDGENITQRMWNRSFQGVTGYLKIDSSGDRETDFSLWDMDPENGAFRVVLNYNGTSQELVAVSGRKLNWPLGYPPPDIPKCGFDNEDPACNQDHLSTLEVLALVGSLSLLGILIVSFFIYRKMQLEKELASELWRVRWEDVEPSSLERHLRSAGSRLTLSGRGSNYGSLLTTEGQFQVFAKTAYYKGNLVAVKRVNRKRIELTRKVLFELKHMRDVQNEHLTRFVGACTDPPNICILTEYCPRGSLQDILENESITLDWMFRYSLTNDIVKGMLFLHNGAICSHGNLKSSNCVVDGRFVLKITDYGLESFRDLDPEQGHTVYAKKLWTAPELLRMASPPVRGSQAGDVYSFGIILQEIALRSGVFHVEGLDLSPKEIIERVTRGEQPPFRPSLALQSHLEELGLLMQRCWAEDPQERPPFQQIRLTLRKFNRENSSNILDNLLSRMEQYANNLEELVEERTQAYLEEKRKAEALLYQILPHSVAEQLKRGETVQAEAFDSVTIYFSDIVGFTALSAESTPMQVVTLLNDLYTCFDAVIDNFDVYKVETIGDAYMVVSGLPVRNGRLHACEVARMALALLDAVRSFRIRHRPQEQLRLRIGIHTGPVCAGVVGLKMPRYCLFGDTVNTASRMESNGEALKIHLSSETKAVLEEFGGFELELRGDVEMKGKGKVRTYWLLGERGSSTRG
GAA850 FXN act: frataxin GAA850 promoter activation; HEK293 lucGAA850 FXN promoter luciferase reporter, 24 h; percent of 10 µM SAHA response; AID 540364; 0.56% of 360,000 active; activation, % at 6 µM;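 active = activation above the average of all compounds screened plus 3 SD, cutoff fixed separately per campaign, cut at about 7.5% in these data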;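 also: 0% = DMSO wells and 100% = 10 µM SAHA wells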
HGIII-sPLA2 inh: Inhibits HGIII-sPLA2 liposome hydrolysis, primary screen; AID 743126; 0.56% of 370,000 active; QFRET BODIPY PC-A2 liposome hydrolysis, fluorescence; Q9NZ20; inhibition, % at 12.2 µM;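 active = inhibition above mean plus 3 SD of compounds lying within the high and low control bounds, cut at about 19% in these data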;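 also: 0% = median of test compound wells and 100% = no enzyme DMSO wells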
DAX1 inh-2: inhibitors of human orphan nuclear receptor DAX1 (NR0B1). P51843. HEK293 Gal4-DAX1 luciferase reporter, luminescence. inhibition, % at 6.75 µM. 0.99% of 340,000 active. AID 504766;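 active = inhibition above the mean over all tested compounds plus 3 SD, cut at about 4.2% in these data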;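 also: 0% = DAX1-transfected cells with DMSO and 100% = empty-vector control cells with DMSO; inhibition shows as a rise in luminescence from relieved DAX1 repression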
KLK7 zymogen act: proKLK7 (human) activation, primary screen | P49862 | purified proKLK7, EDANS-DABCYL substrate fluorescence; 100% is mature enzyme control, 0% vehicle | 0.9% of 370,000 active | activation, % at 7 µM;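 active = activation above the mean of all tested compounds plus 3 SD, computed per campaign excluding outliers beyond control limits, cut at about 13% in these data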
hgDAF-12 ag: activates the H. glycines DAF-12 receptor ligand-binding domain | HEK293 GAL4-hgDAF12 UAS-luciferase reporter, agonist luminescence; normalized to butyrate control | AID 687014 | 1.8% of 370,000 active | activation, % at 6.8 µM;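 active = activation above a cutoff set at the mean of all screened compounds plus 3 SD, cut at about 10% in these data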;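 also: 0% = DMSO wells and 100% = sodium butyrate wells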
NPR2 activator: GC-B (human) receptor activation; HEK293-GC-B cells, CNP EC30, cGMP TR-FRET; 0% at EC30 CNP, 100% saturating CNP; activation, % at 10 µM; 0.11% of 370,000 active;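 active = activation at 10 µM reaching about 35% in either raw or pattern-adjusted values, limit read from the data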
hcDAF-12 act: activators of H. contortus DAF-12 nuclear receptor. AID 652067. 1.4% of 370,000 active. HEK293 hcDAF-12 lit1-tk-luc reporter, luminescence; 0% DMSO, 100% Δ7-dafachronic acid. activation, % at 6.8 µM;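 active = activation above the mean of all tested compounds plus 3 SD, cut at about 5.5% in these data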;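 also: 100% = response to 3 µM Δ7-dafachronic acid high control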
* = called active by the depositor; · = no result given.

SMILES	SMARCA2 activ	ssDAF-12 act	DAX1 inh-1	NPR1 activator	GAA850 FXN act	HGIII-sPLA2 inh	DAX1 inh-2	KLK7 zymogen act	hgDAF-12 ag	NPR2 activator	hcDAF-12 act
CC(=O)Nc1ccc(-c2ccnc3c2CC(C)(C(=O)NCc2ccco2)O3)cc1 (stereo unspecified)	-6	-1.1	-3.7	3	-6.0	4	·	-0.2	1.0	4	-0.4
CCOC(=O)C1CCN(c2c([N+](=O)[O-])c(C(Cl)Cl)nn2-c2ccccc2)CC1	0	-1.8	0.3	4	-2.3	-3	-0.7	-0.2	-1.0	-6	-1.6
COc1ccc(-n2c(SCC(=O)Nc3ccc4cn[nH]c4c3)nnc2-c2ccccc2)cc1	-3	-1.7	-1.6	-23	·	-5	·	0.2	2.7	-21	-1.9
CCCN(CCC)S(=O)(=O)c1ccc(C(=O)Nc2nnc(-c3cccc(OC)c3)o2)cc1	-4	-1.3	-0.9	-7	1.1	14	1.6	-0.4	-2.0	-1	-0.8
CCOc1ccccc1NC(=S)N1CCC(NC(=O)C(C)(C)C)CC1	0	-0.9	-1.0	5	0.9	4	5.0*	-0.4	2.6	4	0.5
COc1ccc(Br)cc1CNC(=O)Cc1cccs1	-2	-0.7	0.4	-10	-2.2	5	0.6	-0.1	-1.2	-5	0.1
O=[N+]([O-])c1ccc(/C=[N+](\[O-])[C@@H]2CCCC[C@@H]2/[N+]([O-])=C/c2ccc([N+](=O)[O-])o2)o1	2	-1.1	-1.1	-4	5.5	-3	-0.4	0.8	-2.8	1	1.7
COc1ccc(Cc2c(-c3ccccc3)nc3c4ccccc4ccn23)c(C)c1	-1	-0.3	-0.5	-1	·	-2	·	-0.6	9.1	-3	5.6*
O=c1[nH]cnc(CN2CCCCC2)c1O	0	-1.1	-0.3	-1	-1.3	2	2.0	0.2	-0.7	1	1.3
COc1ccccc1CNS(=O)(=O)c1ccc2c(c1)CC(C)N2C(=O)C1CC1 (stereo unspecified)	-1	-1.2	-0.7	4	2.5	-2	-0.1	-0.5	0.5	4	-2.0
COc1cc(S(=O)(=O)N2CCN(C(=O)c3ccccc3)CC2)c(OC)cc1Br	1	-1.5	-0.7	-17	-0.5	-5	-0.5	0.5	-0.6	-9	-1.0
CCOC(=O)N1CCN(CC(O)COc2ccc(-c3ccccc3)cc2)CC1 (stereo unspecified)	-1	-1.6	-1.1	4	1.3	-11	0.9	0.6	-2.1	1	-1.9

Marked active in DAX1 inh-2 (from the list above):
canonical_smiles | SMARCA2 activ | ssDAF-12 act | DAX1 inh-1 | NPR1 activator | HGIII-sPLA2 inh | DAX1 inh-2 | KLK7 zymogen act | NPR2 activator | hcDAF-12 act
CCOc1ccccc1NC(=S)N1CCC(NC(=O)C(C)(C)C)CC1 | 0 | -0.9 | -1.0 | 5 | 4 | 5.0* | -0.4 | 4 | 0.5

Profiles, quoted from the list.
`COc1ccc(Br)cc1CNC(=O)Cc1cccs1` across the screens: SMARCA2 activ = -2; ssDAF-12 act = -0.7; DAX1 inh-1 = 0.4; NPR1 activator = -10; GAA850 FXN act = -2.2; HGIII-sPLA2 inh = 5; DAX1 inh-2 = 0.6; KLK7 zymogen act = -0.1; hgDAF-12 ag = -1.2; NPR2 activator = -5; hcDAF-12 act = 0.1
`O=[N+]([O-])c1ccc(/C=[N+](\[O-])[C@@H]2CCCC[C@@H]2/[N+]([O-])=C/c2ccc([N+](=O)[O-])o2)o1` across the screens: SMARCA2 activ = 2; ssDAF-12 act = -1.1; DAX1 inh-1 = -1.1; NPR1 activator = -4; GAA850 FXN act = 5.5; HGIII-sPLA2 inh = -3; DAX1 inh-2 = -0.4; KLK7 zymogen act = 0.8; hgDAF-12 ag = -2.8; NPR2 activator = 1; hcDAF-12 act = 1.7

Continued.
SMILES	SMARCA2 activ	ssDAF-12 act	DAX1 inh-1	NPR1 activator	GAA850 FXN act	HGIII-sPLA2 inh	DAX1 inh-2	KLK7 zymogen act	hgDAF-12 ag	NPR2 activator	hcDAF-12 act
Cc1ccc(C(=O)NCC(c2ccco2)N2CCCCC2)s1 (stereo unspecified)	0	-0.7	2.0	0	-0.3	0	0.2	-0.4	2.5	-1	5.3
COCCCn1cc(C(=O)c2cc(OC)ccc2OCC(=O)Nc2cc(C)on2)cc(C#N)c1=O	2	-1.2	0.7	-1	1.2	0	0.4	0.3	0.6	-2	-1.6
COc1ccccc1CNC(=O)C12CC3CC(CC(C3)C1)C2	-2	-0.4	0.0	2	1.4	8	0.5	-0.2	0.1	0	1.5
Nc1c(C(=O)NCc2ccco2)c2nc3ccccc3nc2n1CCc1ccc(F)cc1	-1	-1.7	-1.6	-1	-0.2	-18	-1.6	-29	-2.0	-16	-1.1
COCCNC(=O)C1(C)CCCN(Cc2ccccc2N(C)C)C1 (stereo unspecified)	2	-1.6	-0.4	2	-1.1	4	·	-0.2	1.5	-1	-0.6
COCC(=O)Nc1nc(-c2ccc([N+](=O)[O-])cc2)cs1	1	-1.6	-1.2	3	-1.1	-5	0.5	109*	1.6	-6	-0.6
COc1cc2c(cc1OC)CN(Cc1cc(=O)oc3cc(C)c(C)cc13)CC2	-1	-1.3	-0.4	-6	1.0	-29	-0.6	-5.8	0.6	4	-2.5
COc1ccc([N+](=O)[O-])cc1NS(=O)(=O)c1ccccc1	-3	-0.2	0.0	1	1.2	10	2.0	0.2	3.8	-5	-2.9
O=C(COc1ncnc2ccccc12)N1CCOCC1	-1	-1.3	-0.2	0	-0.8	-2	0.1	0.0	-2.8	2	-0.6
CCc1c(C)[nH]c2c1C(=O)C(CN1CCOCC1)CC2 (stereo unspecified)	-6	-1.4	0.6	3	1.9	-1	-0.2	1.1	1.1	2	1.2
Cc1ccc(C(=O)Nc2nnc(S(=O)(=O)N3CCOCC3)s2)cc1	-2	-1.2	0.7	1	-0.1	-2	1.7	-0.8	2.2	0	0.5
COc1ccc(Cc2nc3ccc(C(=O)NCc4cc(C)no4)cc3o2)cc1OC	0	-0.8	-2.4	1	1.1	-1	0.1	-1.5	-4.8	1	-1.6
CCOC(=O)c1ccc(O)c(-n2cc3c(c2-c2ccccc2)c(=O)n(C)c(=O)n3C)c1	0	-0.9	0.1	0	·	-13	·	0.2	1.4	3	-0.2
O=C(NCCc1ccc(F)cc1)C(=O)Nc1cc2c3c(c1)CC(=O)N3CCC2	0	-0.9	-0.9	0	0.1	-6	0.3	0.7	0.3	-2	-0.6
Cc1nc2nc(C)c(CCC(=O)NCc3ccc4c(c3)OCO4)c(C)n2n1	0	-1.7	-0.7	2	0.5	4	-0.1	0.3	3.0	0	-1.5
FC(F)(F)c1cccc(-c2cc3ccccc3nc2N2CCCC2)c1	0	0.1	-0.1	0	3.0	5	0.8	-0.3	-1.4	-3	2.2
CCC(Oc1ccccc1)C(=O)NCc1ccc(S(N)(=O)=O)cc1 (stereo unspecified)	-4	-0.6	0.2	1	0.8	4	-0.6	0.1	-1.6	0	0.8
CN(c1ccc(NC(=O)CCc2c[nH]c3ccccc23)cc1)c1ccccn1	-3	-1.6	-1.3	-10	·	-38	·	0.3	-0.1	-3	-3.4
Cc1ccc(C)c(S(=O)(=O)N2CCN(C(=O)Cn3c(=O)cnc4ccccc43)CC2)c1	-2	-0.3	-1.6	1	-1.3	3	0.1	0.5	-0.4	-2	-2.8
O=C(CSc1nnc2ccc(-c3ccco3)nn12)Nc1ccccc1F	3	0.1	-0.2	-1	-0.7	1	-0.2	0.5	1.1	0	-0.3
CCN1C(=O)[C@H]2[C@@H](c3ccc(-c4ccc(F)cc4)cc3)N3CCCC[C@@]3(C(=O)OC)[C@H]2C1=O	-1	-0.9	-0.3	3	-1.3	-12	1.9	0.2	-2.2	-2	-1.4
COc1ccc(NC(=O)CNC(=O)Cn2cnc3sc4c(c3c2=O)CCCC4)cc1OC	-4	0.1	-0.2	-5	-0.1	0	1.8	0.0	2.1	-2	-0.4
Cc1ccc(OCC(=O)OCC(=O)Nc2ccc3c(c2)OCO3)cc1C	4	-0.2	-0.3	-1	1.0	2	0.5	-0.1	3.2	-2	-0.7
Cc1ccc(S(=O)(=O)N2CC=C(C(=O)NC3CC3)CC2)cc1	-2	-0.7	0.2	-4	-1.2	0	3.8	0.4	5.6	2	0.3
CCCCN(C=O)c1c(CC)nc2ccc(C(=O)N3CCN(C(C)=O)CC3)cn12	-3	-1.3	-0.7	-1	-0.9	2	·	-0.6	-2.7	6	0.5
COc1ccc(CNC(=O)c2cc3c(=O)n4cccc(C)c4nc3n(CC3CCCO3)c2=N)cc1 (stereo unspecified)	0	-0.7	0.0	11	-1.1	-2	-0.1	-0.9	3.6	-2	1.3
Cc1ccc(CNC(=O)c2ccc(N3CCC4(CC3)CC(c3ccccc3)=NO4)c(NC(=O)c3cccc(C)c3)c2)cc1	-1	-0.6	0.1	-1	-0.7	4	1.1	0.3	0.7	1	0.7
Cc1ccc2cc(CCNC(=O)C3CCCC3)c(=O)[nH]c2c1	-1	-0.7	1.0	-4	-0.7	2	0.4	-0.6	-0.2	-5	-0.4
Cc1ccc(NC(=O)C2CCCN(S(=O)(=O)c3c(C)noc3C)C2)c(C)c1 (stereo unspecified)	-1	-1.1	0.4	-3	-1.6	0	0.9	-0.3	-1.6	4	0.4
CC(C(=O)NCc1ccccc1)n1c(-c2ccc3c(c2)CCO3)nc2ccccc21 (stereo unspecified)	-4	-0.7	-0.6	-3	·	12	·	0.2	-0.5	-7	1.6
COc1ccc(C2CC(=O)c3cnc(Nc4cc(C)cc(C)c4)nc3C2)cc1 (stereo unspecified)	-6	-1.8	-1.2	1	1.6	0	-0.8	-1.6	2.2	-7	-0.6
O=C1c2ccccc2C(=O)N1c1ncc(Cc2ccc(Cl)cc2)s1	-3	-0.3	0.5	15	2.2	-13	0.8	-0.2	2.6	-2	1.1
Cc1ccc(N2CC(C(=O)OCC(=O)Nc3cc(C)on3)CC2=O)c(C)c1 (stereo unspecified)	0	-1.1	0.6	4	1.6	1	-0.6	0.3	-0.9	-2	-1.3
COC(=O)C1=CN(c2cccc(C(F)(F)F)c2)C=C(C(=O)OC)C1c1ccc(O)c(OC)c1	1	-1.1	0.0	-1	0.7	-25	0.8	-0.1	-0.2	1	-3.1
COCCNC(=O)C1CCC(CNS(=O)(=O)c2cccc3nsnc23)CC1 (stereo unspecified)	-3	-1.2	-0.5	2	0.4	-1	0.5	-0.3	-1.8	0	-0.1
CCc1ccc(NC(=O)CN2CCCN(S(=O)(=O)c3ccc(F)cc3)CC2)cc1	-5	-1.6	-1.0	2	-0.4	-19	-1.0	0.4	1.7	-2	-2.1
CCN(CC)CCN(C)C(=O)CCc1nnc(-c2ccc(C)s2)o1	2	0.0	0.0	5	3.1	2	0.8	0.8	3.6	-1	1.3
CCN(CC)S(=O)(=O)N1CCC(C(=O)NCc2ccc(C)cc2)CC1	-1	-0.5	-0.9	-6	-0.5	6	-0.4	0.4	-1.7	3	1.6
O=C(COc1ccc(C(=S)N2CCCC2)cc1)Nc1ccc(F)cc1	2	-1.5	1.3	0	-0.4	3	0.2	-0.9	4.3	2	-2.0

Screens: PubChem, several laboratories
